Apoferritin bind: qHTS Assay for Identification of Novel General Anesthetics. apoferritin/1-aminoanthracene competitive binding, fluorescence. Potency, µM (titrated, usually from 77.5 µM), without a hit: at the highest dose activity change, negative = displacement, actives largely listed as inhibitors. 0.074% of 350,000 active. AID 485281, 2010. Ferritin light chain (Equus caballus), P02791; also: potency is read from the fitted curve at half-maximal effect; % is scaled to controls: 0 for no effect and ±100 for the full control effect; nearly all actives have a fitted effect of over 20% in size
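Steps: apoferritin (10 uM) was premixed with half-saturated 1-AMA in PBS, compounds were pin-transferred, plates stood 10 min at room temperature, fluorescence was read at 380/535 nm, and curves were fitted with a Hill equation.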
POLK inh: qHTS for Inhibitors of Polymerase Kappa; purified Pol kappa, fluorescent DNA synthesis assay, 10 min; Potency, µM (doses to about 107 µM), without a hit: at the top dose activity, negative = inhibition, actives largely listed as inhibitors; 0.53% of 400,000 active; AID 588579, 2011; also: potency is read from the fitted curve at half-maximal effect; % is scaled to controls: 0 for no effect and ±100 for the full control effect
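Pol kappa 10 nM + cpd, 15 min RT; start w/ substrate 50 nM final; fluorescence kinetic read, 0 and 10 min. Neg ctrl: buffer, no enzyme.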
APEX1 inh: qHTS Assay for Inhibitors of the Human Apurinic/apyrimidinic Endonuclease 1 (APE1) | DNA repair nuclease/redox regulator APEX1 (Homo sapiens), P27695 | recombinant APE1, TAMRA/BHQ-2 abasic DNA cleavage fluorescence | Potency, µM (titrated, usually from 65.8 µM), for the others: at the highest dose activity change, negative = inhibition, actives largely listed as inhibitors | 0.35% of 350,000 active | AID 2517, 2012;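 also: potency is read from the fitted curve at half-maximal effect; plate controls were vehicle for no effect and reference inhibitor for full effect; nearly all actives have a fitted effect of over 55% in size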
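Incision of a quenched TAMRA/BHQ-2 THF abasic-site duplex (50 nM) by 0.75 nM APE1, after 15 min compound preincubation, measured as fluorescence increase over three 60 s reads. Values normalized to buffer, DMSO and NSC13755 control wells.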
Glioma ERSR ind: qHTS for Inducers of the Endoplasmic Reticulum Stress Response (ERSR) in Human Glioma: qHTS; U87-MG GRP78 promoter luciferase reporter, 16 h; Potency, µM, for the others: at the top dose activation, usual class: activators; 0.02% of 420,000 active; AID 602332, 2012; also: potency is read from the fitted curve at half-maximal effect; series mostly up to about 76 µM; % of control where 0% means no effect; nearly all actives have a fitted effect of over 35% in size
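Stably transfected U87-MG glioma cells carrying a GRP78-based luciferase sensor; 16 h compound incubation. Luminescence end-point read 10 min after Bright-Glo addition at room temperature.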
LDHA block: qHTS assay for inhibitors of human lactate dehydrogenase; L-lactate dehydrogenase A chain (Homo sapiens), P00338; purified LDHA, NADH/diaphorase-resazurin fluorescence; stronger effect = lower value; 0.15% of 480,000 active; activity change, % (values are at about 110 or 230 µM); in the data active = activity change below about -30%; inconclusive = mostly about -25% to -30%;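 also: plate controls were DMSO wells for no effect and wells without enzyme for full effect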
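Resorufin fluorescence (ex540/em590), read at 0 and 20 min after diaphorase/resazurin addition, reports the NADH left after a 5 min room-temperature reaction of 2 nM human LDH5 with 0.06 mM NADH and 0.2 mM pyruvate.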
POLI inh: qHTS for Inhibitors of Polymerase Iota; Pol iota fluorescent replication assay, 10 min; Potency, µM (series often up to 115 µM), without a hit: at the top dose activity, negative = inhibition, actives largely listed as inhibitors; DNA polymerase iota (Homo sapiens), Q9UNA4; 1% of 390,000 active; also: potency is read from the fitted curve at half-maximal effect
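Fluorescent replication assay read twice, at 0 min and 10 min after adding 50 nM (final) substrate. Enzyme (10 nM) and compounds were first incubated 15 min at room temperature; enzyme-free buffer wells were negative controls.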
POLH inh: qHTS for Inhibitors of Polymerase Eta | AID 588591, 2011 | recombinant Pol eta, fluorescent DNA replication assay | 1.2% of 390,000 active | Potency, µM (titrated, usually from 114 µM), inactives show top-dose activity change, negative = inhibition, hits mostly inhibitors | DNA polymerase eta (Homo sapiens), Q9Y253; also: potency is read from the fitted curve at half-maximal effect; % is scaled to controls: 0 for no effect and ±100 for the full control effect
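Fluorescent replication assay: 50 nM final substrate added after a 15 min room-temperature compound preincubation with 10 nM enzyme. Signal taken at 0 min and again at 10 min.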
Pol beta inh: qHTS Assay for Inhibitors of DNA Polymerase Beta; P06746; Pol beta primer extension/strand displacement, fluorescence kinetic; Potency, µM (titrated, usually from 114 µM), inactives show at the top dose activity change, negative = inhibition, hits mostly inhibitors; 1.3% of 340,000 active; AID 485314, 2010; also: potency is read from the fitted curve at half-maximal effect; % is scaled to controls: 0 for no effect and ±100 for the full control effect
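Reaction started by 50 nM substrate onto compound-treated Pol beta (10 nM, 15 min preincubation, room temperature); plates read at 0 min and 10 min. Normalized concentration-effect data fitted by four-parameter Hill equation.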
BLM helicase inh: qHTS Assay for Inhibitors of Bloom's syndrome helicase (BLM). Potency, µM (series often up to 56.1 µM), for inactives: top-dose activity change, negative = inhibition, hits mostly inhibitors. 0.2% of 350,000 active. recombinant BLM DNA unwinding, fluorescence dequenching. AID 2528, 2010;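 also: potency is read from the fitted curve at half-maximal effect; plate controls were vehicle for no effect and no enzyme for full effect; nearly all actives have a fitted effect of over 35% in size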
Target sequence (P54132 whole entry, looked up): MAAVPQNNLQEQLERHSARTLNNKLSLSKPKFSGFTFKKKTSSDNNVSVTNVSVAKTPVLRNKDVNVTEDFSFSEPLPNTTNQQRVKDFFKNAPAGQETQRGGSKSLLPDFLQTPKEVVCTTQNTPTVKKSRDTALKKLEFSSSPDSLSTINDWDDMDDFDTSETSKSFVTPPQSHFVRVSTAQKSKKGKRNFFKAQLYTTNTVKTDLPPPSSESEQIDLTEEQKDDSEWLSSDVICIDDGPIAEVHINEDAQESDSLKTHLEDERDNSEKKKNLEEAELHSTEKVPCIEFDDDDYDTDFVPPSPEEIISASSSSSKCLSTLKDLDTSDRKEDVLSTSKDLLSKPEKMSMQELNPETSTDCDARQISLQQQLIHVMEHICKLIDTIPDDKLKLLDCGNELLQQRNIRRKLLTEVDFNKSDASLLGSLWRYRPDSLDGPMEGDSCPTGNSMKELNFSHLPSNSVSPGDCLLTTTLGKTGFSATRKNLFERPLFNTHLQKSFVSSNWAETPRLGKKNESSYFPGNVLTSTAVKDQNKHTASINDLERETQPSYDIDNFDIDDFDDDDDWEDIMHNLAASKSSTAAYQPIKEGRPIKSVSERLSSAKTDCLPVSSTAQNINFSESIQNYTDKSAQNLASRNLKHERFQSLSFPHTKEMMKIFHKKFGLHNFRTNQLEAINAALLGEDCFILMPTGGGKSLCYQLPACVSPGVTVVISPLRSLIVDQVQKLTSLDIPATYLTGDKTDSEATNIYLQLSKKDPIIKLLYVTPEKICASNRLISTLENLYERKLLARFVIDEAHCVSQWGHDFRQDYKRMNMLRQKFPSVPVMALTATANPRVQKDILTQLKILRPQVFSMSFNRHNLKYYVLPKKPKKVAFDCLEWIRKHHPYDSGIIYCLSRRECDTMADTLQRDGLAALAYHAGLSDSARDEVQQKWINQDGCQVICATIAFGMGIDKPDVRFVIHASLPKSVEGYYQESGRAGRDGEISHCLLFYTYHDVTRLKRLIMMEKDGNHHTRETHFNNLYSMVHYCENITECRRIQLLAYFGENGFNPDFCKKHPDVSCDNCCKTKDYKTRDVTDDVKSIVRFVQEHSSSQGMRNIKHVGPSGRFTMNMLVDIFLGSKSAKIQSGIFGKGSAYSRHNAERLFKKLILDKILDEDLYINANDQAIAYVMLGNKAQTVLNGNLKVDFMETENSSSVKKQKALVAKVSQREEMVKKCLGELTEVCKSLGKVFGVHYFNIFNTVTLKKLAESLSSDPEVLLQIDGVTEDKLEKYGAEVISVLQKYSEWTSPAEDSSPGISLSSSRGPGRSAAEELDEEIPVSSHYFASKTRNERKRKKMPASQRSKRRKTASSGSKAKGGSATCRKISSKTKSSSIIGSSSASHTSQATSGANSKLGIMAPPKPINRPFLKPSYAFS
* marks the source's active call; other numbers are inactive results; ? = inconclusive; nt = not tested or not shown; & = joins results of further samples; [ ] = another dose, or the depositor's remark. Unless noted, calls follow the shape of the dose curve; as a rule, active = well fitted curve in the direction sought with a large enough effect; inconclusive = small, poorly fitted or top-dose-only effect, or another doubt; inactive = no such curve, though single readings can be large; an effect the other way counts as inactive or inconclusive.

Value order: Apoferritin bind | POLK inh | APEX1 inh | Glioma ERSR ind | LDHA block | POLI inh | POLH inh | Pol beta inh | BLM helicase inh
#1 O=C(C1CCCCC1)N1CCc2[nH]c3ccc(F)cc3c2C1
  3% | -11% | ? | -3% | -3 | 27% | 11% | 1% | -2%
#2 COCCCn1c(-c2ccccc2)nc2ccccc2c1=O
  -16% | -3% | -3% | -1% | -5 | 0% | -14% | 19% | -4%
#3 Nc1c(N2CCCC2)c2ccccc2oc1=O
  -9% | -8% | 10% | 1% | -15 | ? | -9% | -5% | -1%
#4 C[C@H](CO)NC(=O)[C@H](C)[C@H]1C[C@]1(C)[C@H](NC(=O)OCc1ccccc1)c1ccccc1
  -7%&-17% | 5% | ? | -3% | 5 | 15% | -15% | 31% | -1%&-3%
#5 CC(C)NC(=O)N1CC[C@@]2(CCCN(C(=O)Oc3ccccc3)C2)C1
  nt | 13%[60.1 µM] | 13% | -4% | nt | nt | nt | nt | 3%
#6 CC(C)n1c(CN(C)c2ccccc2)nc2ccccc21
  ? | -3% | -15% | -1% | -1 | 146%[activator] | -19% | 0% | 0%
#7 COc1ccc(OCc2cc(C(=O)NC(C)Cc3cnccn3)no2)c(Cl)c1 (stereo not given)
  -8% | 6% | -6% | 8% | 1 | 26% | -11% | ? | -1%
#8 CCCN(CC(=O)Nc1ccccc1C)C(=O)CCNC(=O)c1ccccc1Cl
  nt | 4% | 23% | 0% | -1 | 27% | -12% | nt | nt
#9 Clc1cccc(-n2cc(-c3ccccc3)c3c(NC4CCCC4)ncnc32)c1
  -13% | -2%[60.1 µM] | nt | -4% | 2 | ? | -14% | -8% | -2%
#10 CC(C)C1N=C2c3ccccc3N=C(SCC#N)N2C1=O (stereo not given)
  -6% | -5% | -3% | 7% | -9 | 16% | -4% | 10% | 0%
#11 CCCCCCc1c(C)c2ccc(OCC(=O)N3CCC[C@H]3C(=O)O)c(C)c2oc1=O
  ? | -30% | 10% | -1% | -5 | 89µM* | 79µM* | 2% | -6%
#12 CC(=O)c1ccccc1NC(=O)COC(=O)/C=C/c1ccc(OC(F)F)cc1
  nt | -2% | 15% | -4% | -8 | -2% | -2% | nt | nt
#13 O=C1c2ccccc2NC(c2ccc(Cl)cc2Cl)N1O (stereo not given)
  -22% | 4% | -2% | -2% | 1 | 13% | -1% | 25% | -1%
#14 Cc1ccc2nc(-c3ccncc3)c(NC3CCCC3)n2c1
  -6% | -15% | -3% | 0% | -10 | -14% | -2% | 8% | -5%
#15 CC1CCN(c2ccc(C(=O)N3CCOCC3)cc2[N+](=O)[O-])CC1
  -24% | -2% | 2% | 2% | -1 | -1% | -14% | -1% | -2%
#16 COc1cccc(NC(=O)CSc2nc3c(oc4ccccc43)c(=O)[nH]2)c1
  -4% | 2% | 4% | 5% | -8 | -11% | -4% | 5% | -1%
#17 Cc1ccc(S(=O)(=O)NCc2ccc(C(=O)N3CCN(c4ccc([N+](=O)[O-])cc4)CC3)cc2)cc1
  -20% | 2% | -3% | -2% | -7 | 25% | ? | 0% | -3%
#18 CC(=O)N1CCSc2ccc(S(=O)(=O)NCCc3ccc(Cl)cc3)cc21
  5% | -13% | -8% | -2% | -5 | 42%[activator] | -13% | -14% | -5%
#19 C/C(=N/NS(=O)(=O)c1ccc(C)cc1)c1ccc2c(c1)OCO2
  -11% | 3% | 3% | -3% | -1 | 5% | -14% | 23% | -3%
#20 O=C(NCC1CCCO1)c1ccc2c(c1)N(Cc1ccc(F)cc1)CCS2 (stereo not given)
  10% | 3% | -9% | -3% | 3 | -19% | -2% | 9% | -5%
#21 CCCSc1nc2ccccc2n1CC(=O)O
  -2% | 9% | -1% | 2% | -1 | 130%[activator] | -21% | 2% | -2%
#22 O=C(NCCN1C(=O)C2C3C=CC(C3)C2C1=O)Nc1ccccc1 (stereo not given)
  1% | -13% | 6% | -1% | -12 | 8% | -5% | 12% | -2%
#23 Cc1nn(Cc2ccc(F)cc2)c(C)c1NC(=O)c1cc(CC(C)C)on1
  -13% | 0% | nt | 1% | -17 | 14% | -11% | 1% | -5%
#24 CN1CCN(S(=O)(=O)c2cccc(C(=O)Nc3sccc3C(N)=O)c2)CC1
  nt | ? | 2% | 0% | -8 | 45µM* | 45µM* | nt | nt
#25 O=C1c2ccccc2C(=O)N1CC1c2ccccc2CCN1C(=O)N1CCOCC1 (stereo not given)
  -21% | -1% | 2% | -3% | -3 | 13% | -4% | 13% | -4%
#26 CC1CCCCN1CC(=O)NC(c1ccccc1)c1ccccc1 (stereo not given)
  -8% | -18% | 4% | -4% | -22 | 43%[activator] | -4% | -16% | -3%
#27 CC(=O)OC(C(=O)N1CCOCC1)c1c(F)cccc1F (stereo not given)
  -3% | 8% | -4% | -4% | 0 | 33%[activator] | -4% | -18% | 1%
#28 Cc1ccc(C(=O)NNC(=O)C(C)Sc2nc(N)cc(N)n2)cc1 (stereo not given)
  -6% | -4% | 12% | -1% | -4 | 7% | -7% | 41% | -4%
#29 O=C(CCc1ccccc1)Nc1nc2nc(-c3ccccc3)cc(=O)n2[nH]1
  -18% | -15% | 0% | -5% | 2 | -4% | 10% | 5% | -2%
#30 CCCc1cc(=O)[nH]c(SCC(=O)N(CC)c2c(N)n(Cc3ccccc3)c(=O)[nH]c2=O)n1
  nt | -1% | 23% | -4% | -3 | 12% | -10% | nt | nt
#31 CCNS(=O)(=O)c1ccc2nc(NC(=O)/C=C/c3cc(OC)c(OC)c(OC)c3)sc2c1
  0% | -19% | 2% | -2% | -2 | 21% | -23% | 17% | -4%
#32 COc1ccccc1N1CCN(C(=O)c2sc3nc(-c4ccccc4)cn3c2C)CC1
  -17% | -13% | -8% | -2% | 4 | 8% | -18% | 3% | -9%
#33 Nn1c(C2CCCCC2)nc2ccccc2c1=O
  -7% | 5% | 5% | -1% | -1 | 32%[activator] | -9% | 1% | -4%
#34 COCc1cc(C)nc2sc(C(=O)Nc3nccs3)c(N)c12
  398%[activator] | -8% | -5% | 0% | -1 | 35%[activator] | -19% | ? | -2%
#35 COc1ccc(C2=NNC(c3cccnc3)=Nc3ccc(OC)cc32)cc1
  -18% | -7% | -4% | 0% | -5 | 96%[activator] | -20% | -5% | -4%
#36 COc1ccccc1C(C)NC(=O)c1ccc(NC(=O)CC2SC(N3CCCC3)=NC2=O)cc1 (stereo not given)
  nt | 10% | 28% | -5% | -1 | ? | -15% | nt | nt
#37 COc1cccc(C(=O)Oc2ccc(/C=N/Nc3ccc(C(=O)O)cc3)cc2OC)c1
  -20% | 3% | -11% | -12% | -10 | -10% | -4% | 28% | -3%
#38 CCn1c(O)c(N=Nc2ccc(Cl)c(C(=O)O)c2)c2ccccc21
  -15% | -5% | 2% | 1% | -4 | 4% | ? | -5% | -1%
#39 CC(C)CC(=O)NC(=S)NNC(=O)c1ccc([N+](=O)[O-])cc1
  -16% | 0% | 6% | 1% | 4 | -1% | -25% | 28% | -15%
#40 CSc1nnc(C)c(=O)n1COC(=O)c1ccc(S(=O)(=O)N2CCCC2)cc1
  -6% | -8% | 1% | 6% | -10 | 19% | -1% | 47% | 0%
#41 Cc1ccc(CNC(=S)Nc2cc(C(=O)O)ccc2C)cc1
  1% | -15% | -5% | -1% | -11 | 19% | -7% | -1% | 1%
#42 c1ccc(-c2ccc(CN3CCN(c4ncccn4)CC3)cc2)cc1
  -3% | -9% | 10% | 5% | -10 | 12% | -4% | 2% | -12%
#43 Cc1cccc(CNc2ccnc(-c3ccccc3C(F)(F)F)n2)c1
  nt | -12%[60.1 µM] | -5% | -6% | nt | nt | nt | nt | -6%
#44 CC[C@@H](C)[C@@H]1CN([C@@H](CN2CCC[C@H]2CN2C(N)=NC[C@@H]2Cc2ccccc2)C(C)C)C(=N)N1CCCC1CCCC1
  nt | -10% | 14% | 0% | 0 | ? | 4% | nt | nt

By substructure: the entries above with an aryl methoxy group.
Value order: Apoferritin bind | POLK inh | APEX1 inh | Glioma ERSR ind | LDHA block | POLI inh | POLH inh | Pol beta inh | BLM helicase inh
#7 COc1ccc(OCc2cc(C(=O)NC(C)Cc3cnccn3)no2)c(Cl)c1 (stereo not given)
  -8% | 6% | -6% | 8% | 1 | 26% | -11% | ? | -1%
#16 COc1cccc(NC(=O)CSc2nc3c(oc4ccccc43)c(=O)[nH]2)c1
  -4% | 2% | 4% | 5% | -8 | -11% | -4% | 5% | -1%
#31 CCNS(=O)(=O)c1ccc2nc(NC(=O)/C=C/c3cc(OC)c(OC)c(OC)c3)sc2c1
  0% | -19% | 2% | -2% | -2 | 21% | -23% | 17% | -4%
#32 COc1ccccc1N1CCN(C(=O)c2sc3nc(-c4ccccc4)cn3c2C)CC1
  -17% | -13% | -8% | -2% | 4 | 8% | -18% | 3% | -9%
#35 COc1ccc(C2=NNC(c3cccnc3)=Nc3ccc(OC)cc32)cc1
  -18% | -7% | -4% | 0% | -5 | 96%[activator] | -20% | -5% | -4%
#36 COc1ccccc1C(C)NC(=O)c1ccc(NC(=O)CC2SC(N3CCCC3)=NC2=O)cc1 (stereo not given)
  nt | 10% | 28% | -5% | -1 | ? | -15% | nt | nt
#37 COc1cccc(C(=O)Oc2ccc(/C=N/Nc3ccc(C(=O)O)cc3)cc2OC)c1
  -20% | 3% | -11% | -12% | -10 | -10% | -4% | 28% | -3%

A portion of the library; the hit share may differ from the screen's.
